Screens (PubChem BioAssay)
USP1 inh – Inhibitors of USP1/UAF1: Primary Screen; recombinant USP1/UAF1, Ub-Rhodamine cleavage fluorescence; Ubiquitin carboxyl-terminal hydrolase 1 (Homo sapiens), O94782; Potency, µM (top dose mostly 57.1 µM), without a hit: top-dose activity change, negative = inhibition, actives largely listed as inhibitors; actives 0.23% (n = 390,000); further: potency means the concentration at half of the fitted maximal effect; on the % scale 0 is the no-effect control and ±100 the full control effect; nearly all actives have a fitted effect of over 60% in size; inactives centre near -12
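1 nM enzyme complex + cpd, 15 min RT; start with Ub-Rho 150nM final; kinetic fluorescence ex 480/em 540, 6 reads q60 s. Buffer 50mM HEPES pH 7.8, 0.5mM EDTA, 0.1 mg/ml BSA, 1mM TCEP, 0.01% Tween-20.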
GRP78 ERSR act – qHTS for Inducers of the Endoplasmic Reticulum Stress Response (ERSR) in Human Glioma: qHTS. Potency, µM, for the others: at the top dose activation, usual class: activators. U87-MG GRP78 promoter luciferase reporter, 16 h. actives 0.02% (n = 420,000); further: potency means the concentration at half of the fitted maximal effect; series mostly up to about 76 µM; % of control where 0% means no effect; nearly all actives have a fitted effect of over 35% in size
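ERSR induction read as luciferase luminescence (Bright-Glo, 10 min at room temperature) in stably transfected human U87-MG glioma cells exposed to compounds for 16 h, using GRP78 as sensor.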
RXFP1 agonist – qHTS Assay for Agonists of the Relaxin Receptor RXFP1; HEK293T-RXFP1 cAMP TR-FRET, 30 min; response scale: percent of porcine relaxin response, buffer zero; actives 0.3% (n = 370,000); Potency, µM (series often up to 57.5 µM), for the others: top-dose activation, actives largely listed as activators; Relaxin receptor 1 (Homo sapiens), Q9HBX9; AID 2676, 2010; further: potency means the concentration at half of the fitted maximal effect; on the % scale 0 is the no-effect control and ±100 the full control effect; nearly all actives have a fitted effect of over 60% in size; many of its hits are not listed in these tables
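HEK293T cells stably expressing RXFP1 were pretreated with the PDE4 inhibitor Ro 20174, exposed to compounds for 30 min at 37C, lysed, and cAMP was read by TR-FRET. Data normalized to buffer (basal) and 29 nM porcine relaxin (100%).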
TrxR1 substrate – qHTS Assay for Substrates of Mammalian Selenoprotein Thioredoxin Reductase 1 (TrxR1): qHTS | Thioredoxin reductase 1, cytoplasmic (Rattus norvegicus), O89049 | purified TrxR1 substrate turnover, NADPH consumption readout | Potency, µM (highest dose often 114 µM), without a hit: at the highest dose activity change, negative = substrate turnover | actives 0.01% (n = 390,000); further: potency means the concentration at half of the fitted maximal effect; on the % scale 0 is the no-effect control and ±100 the full control effect; nearly all actives have a fitted effect of over 50% in size
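Rat TrxR1, dispensed at 90 nM, was prereduced with 400 uM NADPH (final) for 5 min at ~22 deg C, then incubated with compound 15 min before 400 uM selenite. A first-read NADPH fluorescence drop versus no-compound background flagged substrates.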
PI4K2A inh – qHTS for small molecular inhibitors of PI4K2A; actives 0.13% (n = 420,000); AID 1346378, 2018; activity change, negative = inhibition, % at 76.9 µM; purified PI4K2A, ADP-Glo luminescence, 1 h; stronger effect = lower value; in the data active means activity change below about -50%; inconclusive means mostly about -30% to -49%;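 further: -100% = wells without enzyme as full effect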
Target sequence (Q9BTU6 whole entry, looked up): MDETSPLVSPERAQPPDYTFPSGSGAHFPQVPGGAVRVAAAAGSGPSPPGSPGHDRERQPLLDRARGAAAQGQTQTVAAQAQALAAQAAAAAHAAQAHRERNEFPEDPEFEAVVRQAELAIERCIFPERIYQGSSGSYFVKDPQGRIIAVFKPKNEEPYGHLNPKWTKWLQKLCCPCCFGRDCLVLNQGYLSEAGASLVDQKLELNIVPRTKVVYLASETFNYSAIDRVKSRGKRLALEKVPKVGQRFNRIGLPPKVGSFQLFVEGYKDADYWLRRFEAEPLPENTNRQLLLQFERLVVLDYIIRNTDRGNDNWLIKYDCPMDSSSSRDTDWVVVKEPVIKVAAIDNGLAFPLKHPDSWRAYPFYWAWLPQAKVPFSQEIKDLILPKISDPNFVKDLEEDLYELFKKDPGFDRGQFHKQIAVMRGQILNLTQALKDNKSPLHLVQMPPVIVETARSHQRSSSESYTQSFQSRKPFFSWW
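In this quantitative HTS, ADP production by PI4K2A was quantified luminescently after 1 h at ambient temperature; 100 microM adenosine served as plate-quality control.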
Vif-A3F inh – qHTS for Inhibitors of Vif-A3F Interactions: qHTS; Potency, µM (titrated, usually from 46.1 µM), without a hit: top-dose activity, negative = active; actives 0.2% (n = 390,000); HeLa A3F-eYFP + Vif (tagged APOBEC3F with the HIV-1 protein that degrades it), YFP fluorescence increase; further: potency means the concentration at half of the fitted maximal effect; % of control where 0% means no effect; nearly all actives have a fitted effect of over 65% in size
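Fluorescence increase (Ex 488/Em 500-530) after overnight compound treatment at 37 deg C flags inhibition of Vif-driven A3F-eYFP loss in stable HeLa A3F-eYFP/Vif cells seeded overnight beforehand.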
LDHA block – qHTS assay for inhibitors of human lactate dehydrogenase; AID 1347041, 2019; activity change, % (values are at about 110 or 230 µM); actives 0.15% (n = 480,000); purified LDHA, NADH/diaphorase-resazurin fluorescence; stronger effect = lower value; in the data active means activity change below about -30%; inconclusive means mostly about -25% to -30%;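 further: plate controls were DMSO wells for no effect and wells without enzyme for full effect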
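Enzyme activity of human lactate dehydrogenase 5 (2 nM; 0.06 mM NADH, 0.2 mM pyruvate, 5 min, RT) is measured via a resazurin/diaphorase fluorescence readout of residual NADH.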
mIDH1 inhibitor – qHTS for Inhibitors of mutant isocitrate dehydrogenase 1 (IDH1): qHTS | actives 0.093% (n = 390,000) | Isocitrate dehydrogenase [NADP] cytoplasmic (Homo sapiens), O75874 | Potency, µM (highest dose often 76.6 µM), for inactives: top-dose activity change, negative = inhibition, hits mostly inhibitors | IDH1-R132H enzyme, NADPH consumption, diaphorase/resazurin fluorescence; further: potency means the concentration at half of the fitted maximal effect; on the % scale 0 is the no-effect control and ±100 the full control effect; nearly all actives have a fitted effect of over 65% in size
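IDH1-R132H (0.5 ug/mL) preincubated 30 min with compound, then NADPH (0.016 mM) and alpha-KG (2 mM) added; 80 min at RT, pH 7.5. Remaining NADPH coupled via diaphorase/resazurin to fluorescence (540/590 nm); concentration-response curves normalized to no-enzyme control.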
Vif-A3G inh – qHTS for Inhibitors of Vif-A3G Interactions: qHTS; HeLa A3G-eYFP + Vif (tagged APOBEC3G with the HIV-1 protein that degrades it), YFP fluorescence, overnight; actives 0.076% (n = 410,000); AID 602310, 2012; Potency, µM (doses to about 46.1 µM), for inactives: top-dose activity, negative = active, hits mostly inhibitors;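 further: potency means the concentration at half of the fitted maximal effect; on the % scale 0 is the no-effect control and ±100 the full control effect; nearly all actives have a fitted effect of over 60% in size; hits raise eYFP signal because A3G escapes Vif-driven loss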
Target sequence (Q9HC16 whole entry, looked up): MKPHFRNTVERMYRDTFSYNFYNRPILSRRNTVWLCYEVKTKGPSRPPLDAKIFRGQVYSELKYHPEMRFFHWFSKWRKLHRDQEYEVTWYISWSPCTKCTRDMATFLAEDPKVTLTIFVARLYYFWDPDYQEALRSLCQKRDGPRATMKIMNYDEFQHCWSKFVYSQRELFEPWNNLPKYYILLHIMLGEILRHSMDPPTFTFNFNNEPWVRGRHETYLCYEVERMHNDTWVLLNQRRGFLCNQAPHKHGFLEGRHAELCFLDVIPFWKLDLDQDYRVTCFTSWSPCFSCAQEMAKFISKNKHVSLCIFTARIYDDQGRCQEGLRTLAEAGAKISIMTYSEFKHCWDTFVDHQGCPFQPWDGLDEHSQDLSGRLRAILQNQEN
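HeLa cells stably expressing Vif and C-terminally eYFP-tagged A3G, seeded overnight at 37 deg C, then exposed to compound by pintool overnight at 37 deg C. Rise in yellow fluorescence (Ex 488/Em 500-530, Acumen) marks blocked Vif-driven A3G degradation.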
* hit, by the source's call; ? = inconclusive; . = no result given; & = joins results of further samples; [ ] = remark or other dose. Unless noted, the call rests on the fitted dose curve; in most records, active means well fitted curve in the direction sought with a large enough effect; inconclusive means small, poorly fitted or top-dose-only effect, or another doubt; inactive means no such curve, though single readings can be large; an effect the other way counts as inactive or inconclusive.

| compound | USP1 inh | PI4K2A inh | Vif-A3G inh | TrxR1 substrate | Vif-A3F inh | GRP78 ERSR act | mIDH1 inhibitor | LDHA block | RXFP1 agonist |
| --- | --- | --- | --- | --- | --- | --- | --- | --- | --- |
| COC(=O)c1cc2sccc2n1Cc1nc(-c2ccc(C)cc2)oc1C | -13% | -1 | -6% | 4% | -2% | -4% | -18% | -8 | -2.3% |
| Cc1nc(-c2ccccc2)[nH]c(=O)c1Oc1ccc(Cl)cc1Cl | -15% | 5 | 3% | 3% | 10% | -2% | -3% | -9 | 2.1% |
| CN1C=CC(C(C(N)=O)c2ccccc2)c2ccccc21 (stereo not drawn) | -21% | 2 | 1% | . | 9% | 0% | -3% | 0 | . |
| O=C(COC(=O)c1c(Cl)cccc1Cl)NC1CCCCC1 | -11% | 6 | 4% | -8% | 10% | 1% | 8% | -2 | 2.2% |
| O=C(/C=C/c1ccc(Cl)cc1Cl)c1ccc[nH]1 | -19% | -7 | -6% | -6% | 0% | 5% | 17% | -1 | -0.9% |
| CCOCCCNC(=O)c1ccc(Cn2c(=O)c3cccn3c3cccnc32)cc1 | -7% | 0 | ? | 17% | -3% | -1% | 12% | 0 | ? |
| COc1ccc(CCNc2nc(-c3ccncc3)cs2)cc1OC | -8% | 2 | 4% | 4% | 2% | 1% | -1% | -1 | 0.7% |
| COc1ccc(C(=O)NCc2c(C)nn(Cc3ccccc3)c2C)cc1S(=O)(=O)N1CCOCC1 | -3% | -1 | ? | -3% | 0% | -3% | 2% | -5 | 1.0% |
| COCCCNC(=O)CC1C[C@H](C(=O)N(C(C)C)C(C)C)[C@@]2(C)c3[nH]c4ccccc4c3CCN2C1=O (stereo partly drawn) | -31% | 1 | 1% | 2% | 9% | -3% | 8% | 1 | . |
| CC(C)N1CCC(NC(=O)Nc2ccccc2)CC1 | -27% | 3 | -3% | -8%[57.1 µM] | -6% | -4% | 5% | -1 | 5.1% |

Rewritten with two lines to a compound: entries from further up
Second line of a record: USP1 inh, PI4K2A inh, Vif-A3G inh, TrxR1 substrate, Vif-A3F inh, GRP78 ERSR act, mIDH1 inhibitor, LDHA block, RXFP1 agonist
COC(=O)c1cc2sccc2n1Cc1nc(-c2ccc(C)cc2)oc1C
 : -13%, -1, -6%, 4%, -2%, -4%, -18%, -8, -2.3%
Cc1nc(-c2ccccc2)[nH]c(=O)c1Oc1ccc(Cl)cc1Cl
 : -15%, 5, 3%, 3%, 10%, -2%, -3%, -9, 2.1%
CN1C=CC(C(C(N)=O)c2ccccc2)c2ccccc21 (stereo not drawn)
 : -21%, 2, 1%, ., 9%, 0%, -3%, 0, .
O=C(COC(=O)c1c(Cl)cccc1Cl)NC1CCCCC1
 : -11%, 6, 4%, -8%, 10%, 1%, 8%, -2, 2.2%

The listing continues:
| compound | USP1 inh | PI4K2A inh | Vif-A3G inh | TrxR1 substrate | Vif-A3F inh | GRP78 ERSR act | mIDH1 inhibitor | LDHA block | RXFP1 agonist |
| --- | --- | --- | --- | --- | --- | --- | --- | --- | --- |
| Cc1ccc2nc(N(CCCN(C)C)C(=O)c3ccc(S(=O)(=O)N(C)C)cc3)sc2c1 | -18% | -2 | 2% | 3% | 1% | -7% | 1% | -9 | 3.4% |
| O=C(c1cccs1)N(Cc1ccco1)C1CCS(=O)(=O)C1 (stereo not drawn) | -15% | 1 | 1% | 5% | -5% | -3% | 8% | -5 | -0.1% |
| COc1ccccc1CNC(=O)COc1ccc(S(=O)(=O)N2CCOCC2)cc1 | -29% | 1 | -1% | 8% | 2% | -4% | -1% | 2 | 2.0% |
| COc1ccc(N2CCN(C(=O)c3ccc(C)c(NC(=O)C4=C(C)OCCS4)c3)CC2)cc1 | -24% | 3 | 0% | 0% | 0% | 2% | 0% | -11 | -1.8% |
| C=C(C)C(=O)Nc1cccc(C2=NOC3(C2)C[C@@H](C(N)=O)N(C(=O)/C=C/C=C/C)C3)c1 (stereo partly drawn) | 0% | -27 | -1% | -8% | 0% | -4% | -14% | 1 | -2.2% |
| COc1ccc(C(=O)O)cc1S(=O)(=O)NCCN(C)C | -17% | 6 | 4% | 5% | 0% | -2% | 1% | -9 | 2.6% |
| Cc1cc2c(c(=O)o1)C(C1C=CCCC1)C(C#N)=C(N)O2 (stereo not drawn) | -3% | 0 | -5% | -10% | 1% | -4% | -3% | 8 | -0.4% |
| CC(=O)NNc1nc(-c2ccccc2)c2cc(Cl)ccc2n1 | -25% | 4 | 4% | . | -6% | -2% | 7% | -4 | . |
| O=C(CCCN1C(=O)/C(=C/c2ccccc2Cl)SC1=S)NNC(=O)c1ccccc1 | -22% | 9 | 2% | 1% | -7% | -13% | 3% | -6 | 0.0% |
| O=C(NC1CCCC1)C(c1cccs1)N(C(=O)c1ccno1)c1ccccc1 (stereo not drawn) | -1% | 6 | 1% | -1% | -5% | -3% | -3% | -4 | 2.4% |
| Cc1ccc(C)c(NC(=O)c2nn(C)c3c2CS(=O)(=O)c2ccccc2-3)c1 | -13% | -2 | -9% | 6% | 4% | -3% | -5% | -1 | 1.8% |
| CC(C)C(=O)NC(Nc1cccc2cccnc12)C(Cl)(Cl)Cl (stereo not drawn) | -21% | 1 | -16% | 10%[57.1 µM] | -8% | -1% | 17% | 16 | 0.3% |
| O=C(CCNC(=O)c1ccc(Cl)cc1)Nc1ccncc1 | ? | 0 | -3% | 13%[57.1 µM] | 1% | 1% | 1% | -2 | 0.8% |
| CCCn1c(C)cc(C(=O)COC(=O)c2nccnc2N)c1C | -16% | -10 | -5% | 9%[57.1 µM] | -9% | -13% | -1% | -1 | 1.2% |
| CCOCCn1c(CN2CCN(C)CC2)nc2c1c(=O)n(C)c(=O)n2C | -5% | -9 | 3% | 2%[57.1 µM] | 0% | -4% | -2% | 0&0 | 2.6% |
| CCn1c(SCC(=O)C(C)(C)C)nnc1-c1cccnc1 | ? | -4 | 0% | 16% | 0% | -1% | 7% | -6 | 3.2% |
| CCOC(=O)c1nc(C)n(-c2cc(Cl)cc(Cl)c2)n1 | -13% | -3 | 0% | 3% | -5% | -1% | 8% | -15 | 0.0% |
| N#C/C(=C/c1ccc(Sc2nc3ccccc3[nH]2)o1)c1cccc(Br)c1 | -19% | 4 | -5% | 8%[57.1 µM] | 1% | -4% | 1% | -4 | -0.6% |
| CCC(=O)Nc1ccc(S(=O)(=O)Nc2ccc(Cl)nn2)cc1 | -18% | -3 | -1% | 5% | 1% | -2% | 0% | 1 | 2.4% |
| CC1(C)CC(=O)C=C(c2cccc3c2sc2ccccc23)C1 | 0% | -2 | 1% | 1% | 4% | -1% | 0% | -4 | -0.5% |
| CCCc1nc2c3ccccc3ccn2c1Cc1ccc(C)cc1 | . | -3 | -6% | . | . | 3% | . | -2 | . |
| CC1(C)CC(=O)C([N+](=O)[O-])=C(NCCCO)C1 | -10% | -6 | -1% | -9% | -14% | -3% | 5% | -2 | 1.4% |
| O=C(CCCOc1ccccc1)NNC(=O)c1ccc(Cl)cc1 | -5% | 2 | 3% | -1% | -4% | -4% | -11% | -8 | . |
| Cc1ccc(S(=O)(=O)N2CCN(CC(=O)N/N=C\C(Cl)=C\c3ccccc3)CC2)cc1 | -11% | -5 | 0% | 7% | -6% | 0% | -3% | -4 | -0.4% |
| C/C(=N\NC(=O)CSCc1ccccc1Br)c1cccc([N+](=O)[O-])c1 | -13% | -2 | 2% | -7% | 5% | -3% | 0% | 1 | -0.3% |
| COc1ccc(C2CC(=O)N(Cc3ccccc3)c3c2c(C)nn3-c2nc(C)cc(C)n2)c(OC)c1 (stereo not drawn) | -18% | 2 | 4% | -5% | -18% | -2% | -10% | -2 | -0.1% |
| COC(=O)Cn1c(C2CC(=O)N(c3c(C)cccc3C)C2)nc2ccccc21 (stereo not drawn) | -19% | 1 | -4% | 2% | -1% | -2% | -3% | -4 | 1.1% |
| Cc1c(CNCc2cccs2)c(C(=O)O)c(C)n1Cc1ccccc1 | -7% | 8 | 0% | 7% | -6% | -3% | 1% | -5 | -1.4% |
| N#Cc1ccccc1Sc1ccccc1C(=O)OCC(=O)NC1CCCCC1 | -2% | 7 | 1% | -6% | 4% | -1% | 6% | -3 | 27% |
| COc1ccccc1N(C)S(=O)(=O)c1ccc(C(=O)NCC(C)C)cc1 | -5% | 0 | -6% | 0% | 4% | -2% | 3% | 3 | 0.0% |
| Clc1ccccc1C1=CC(c2ccco2)n2ncnc2N1 (stereo not drawn) | -21% | 3 | -10% | 39% | -26% | -2% | 4% | 0 | 4.8% |
| CCOC(=O)c1[nH]c2ccc(OC)cc2c1NC(=O)c1ccc2c(c1)OCO2 | -7% | 0 | 1% | -8% | 3% | -4% | 5% | -2 | 2.7% |

These rows are one share of the data (hit frequency here may not be typical).
